Bioassay records: PubChem, National Center for Advancing Translational Sciences (NCATS)
ELG1 genotox: genotoxicity induction in ELG1-luciferase HEK293T cells; HEK293T ELG1-luciferase reporter, luminescence, 16 h; Potency, µM (titrated, usually from 46 µM), for the others: at the top dose activity change, positive = activation, hits mostly activators; actives 1.3% (n = 330,000); also: potency is read from the fitted curve at half-maximal effect; % of control where 0% means no effect; nearly all actives have a fitted effect of over 60% in size
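Cells (2,000/well) expressing the ELG1-luciferase fusion are dosed by pin tool and kept 16 hr at 37 °C, 5% CO2. Signal comes from ONE-Glo luciferase reagent after 30 min at room temperature.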
PKM2 activator: activators of human pyruvate kinase M2; P14618; purified PKM2, Kinase-Glo ATP luminescence, activation; response scale: 0% is enzyme alone, no compound; Potency, µM (highest dose often 57.5 µM), for the others: at the top dose activation, usual class: activators; actives 0.34% (n = 260,000); also: potency is read from the fitted curve at half-maximal effect; % is scaled to controls: 0 for no effect and ±100 for the full control effect; nearly all actives have a fitted effect of over 55% in size
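Purified hPK-M2 (>95%) run at intermediate activity with 0.1 mM ADP and 0.5 mM PEP in 50 mM imidazole pH 7.2, KCl, MgCl2; 1 h room temperature. ATP formed read by Kinase-Glo luminescence; normalized to uninhibited and no-enzyme controls.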
RORg inh: inhibitors of mouse ROR gamma transcriptional activity; P51450; Potency, µM (titrated, usually from 53.6 µM), inactives show at the highest dose activity change, negative = inhibition, actives largely listed as inhibitors; actives 5.4% (n = 310,000); AID 2551; Drosophila S2 Gal4-RORgamma UAS-luciferase reporter, 20 h; also: potency is read from the fitted curve at half-maximal effect; % is scaled to controls: 0 for no effect and ±100 for the full control effect; nearly all actives have a fitted effect of over 60% in size
Target sequence (P51450 whole entry, looked up, the tested form may be a part): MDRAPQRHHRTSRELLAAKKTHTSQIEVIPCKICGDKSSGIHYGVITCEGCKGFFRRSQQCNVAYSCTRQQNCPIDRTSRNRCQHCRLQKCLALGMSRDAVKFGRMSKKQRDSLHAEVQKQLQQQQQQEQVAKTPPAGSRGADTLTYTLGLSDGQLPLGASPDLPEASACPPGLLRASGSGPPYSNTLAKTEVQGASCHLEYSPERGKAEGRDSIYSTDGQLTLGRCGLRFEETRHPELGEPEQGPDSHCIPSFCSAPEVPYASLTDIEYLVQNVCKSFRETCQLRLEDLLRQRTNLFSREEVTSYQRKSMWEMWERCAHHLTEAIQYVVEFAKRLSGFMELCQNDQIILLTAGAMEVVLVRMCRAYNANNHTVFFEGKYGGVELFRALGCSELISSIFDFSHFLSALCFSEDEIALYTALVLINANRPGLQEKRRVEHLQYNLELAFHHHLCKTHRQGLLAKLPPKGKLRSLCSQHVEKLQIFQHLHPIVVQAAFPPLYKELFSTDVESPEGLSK
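A Gal4/UAS one-hybrid system in insect cells: metallothionein-promoter Gal4–ROR gamma fusion plus Photinus luciferase reporter. Copper sulfate 700 uM final, 20 hr ambient incubation, luminescent detection after 10 min with reagent.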
Rab9 promoter act: activators of Rab9 promoter. Huh7 Rab9 promoter-luciferase reporter, luminescence, 24 h. Potency, µM (titrated, usually from 9.22 µM), inactives show top-dose activation, negative = inhibition, actives largely listed as activators. actives 2.8% (n = 320,000); also: potency is read from the fitted curve at half-maximal effect; % of control where 0% means no effect; nearly all actives have a fitted effect of over 60% in size
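Using Huh7 cells stably transfected with Rab9 promoter–luciferase, compounds were incubated 24 h at 37 °C, 5% CO2; luciferase luminescence was read 10 min after reagent addition.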
Gal4-VP16 FLuc: inhibits Gal4-VP16 luciferase reporter, ROR gamma counter-screen; AID 2546; Potency, µM (series often up to 53.6 µM), for the others: at the top dose activity, negative = inhibition, usual class: inhibitors; actives 3.5% (n = 310,000); Drosophila S2 Gal4-VP16 UAS-luciferase, luminescence, 20 h;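 also: Gal4-VP16 expression switched on by copper sulfate through the metallothionein promoter; potency is read from the fitted curve at half-maximal effect; % is scaled to controls: 0 for no effect and ±100 for the full control effect; nearly all actives have a fitted effect of over 50% in size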
Menin MLL FP TR: inhibitors of human menin-MLL interaction, mutant MLL peptide. O00255. Menin + Texas Red MLL mutant peptide, fluorescence polarization. Potency, µM (series often up to 61.6 µM), inactives show at the top dose FP activity change, negative = inhibition, usual class: inhibitors. actives 0.23% (n = 270,000); active = well fitted inhibition curve with a large enough effect in the polarisation, with a control signal flat, not every such curve was filed as active; inconclusive = small, poorly fitted or top-dose-only effect, or effect the other way, or a change in a side signal; inactive = no such curve, though single readings can be large or run the other way; the % refers to the polarisation; also: potency is read from the fitted curve at half-maximal effect; % of control where 0% means no effect; many of its hits are not listed in these tables
Target sequence (O00255 whole entry, looked up): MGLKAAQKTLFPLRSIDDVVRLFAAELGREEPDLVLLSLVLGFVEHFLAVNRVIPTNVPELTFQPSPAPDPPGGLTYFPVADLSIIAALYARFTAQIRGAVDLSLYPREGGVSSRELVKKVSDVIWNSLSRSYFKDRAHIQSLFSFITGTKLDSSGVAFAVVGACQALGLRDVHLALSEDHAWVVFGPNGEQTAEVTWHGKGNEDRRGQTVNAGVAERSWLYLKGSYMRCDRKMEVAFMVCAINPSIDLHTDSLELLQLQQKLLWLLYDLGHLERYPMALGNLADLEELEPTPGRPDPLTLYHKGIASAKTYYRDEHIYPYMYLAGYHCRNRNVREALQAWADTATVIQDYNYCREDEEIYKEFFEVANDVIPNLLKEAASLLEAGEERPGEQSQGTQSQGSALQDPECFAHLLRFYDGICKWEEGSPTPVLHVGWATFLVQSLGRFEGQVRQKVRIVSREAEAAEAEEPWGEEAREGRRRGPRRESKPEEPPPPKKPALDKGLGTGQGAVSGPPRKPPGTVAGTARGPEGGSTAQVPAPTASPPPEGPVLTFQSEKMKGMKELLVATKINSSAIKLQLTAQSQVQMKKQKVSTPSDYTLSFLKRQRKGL
Giardia killer: kills Giardia lamblia; Giardia lamblia trophozoite viability; activity change, % at 7.66 µM, hits read low; AID 540267; actives 0.15% (n = 340,000); in the data active = activity change below about -80%; inconclusive = between about -30% and that limit;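 also: parasites exposed to compound for two days anaerobically before the ATP read; % is scaled to controls: 0 for no effect and ±100 for the full control effect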
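Media and compound were dispensed first, then trophozoites at 100 cells/well; plates sat 48 hrs at 37 deg C without oxygen before ATP luminescence reagent was added and read after 15-30 min at room temperature.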
BRCA1 expr act: increases BRCA1 expression; MCF7-BRCA1-FFLuc reporter, luminescence, 48 h; response scale: scaled: vehicle 0%, 10 µM genistein 100%; Potency, µM (series often up to 46.1 µM), inactives show top-dose activation, most hits filed as activators; actives 1.1% (n = 380,000); also: potency is read from the fitted curve at half-maximal effect; nearly all actives have a fitted effect of over 80% in size; some results filed as inactive show a strong effect at the top dose
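Activators of BRCA1 expression were detected as increased firefly luciferase luminescence in engineered MCF7 cells after 48 h compound incubation. Signals were scaled to genistein 10 microM as full activation.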
FLuc counter: inhibits or activates purified firefly luciferase, miR-21 counter-screen | Potency, µM (doses to about 57.5 µM), without a hit: top-dose activity change, negative = inhibition, hits mostly inhibitors | purified FLuc, Km substrates, luminescence inhibition | actives 6.9% (n = 360,000) | AID 588342 | P08659;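 also: potency is read from the fitted curve at half-maximal effect; plate controls were vehicle for no effect and reference inhibitor for full effect; nearly all actives have a fitted effect of over 55% in size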
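Purified P. pyralis luciferase, 10 nM final, with Km-level 10 uM D-luciferin and 10 uM ATP in 50 mM Tris acetate pH 7.5, 10 mM Mg acetate, 0.01% Tween-20, 0.05% BSA; 6-point qHTS titration about 60 µM downward; luminescence read.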
NPC1 promoter act: activators of NPC1 promoter; Potency, µM (titrated, usually from 9.22 µM), without a hit: top-dose activation, most hits filed as activators; AID 485313; Huh7 NPC1 promoter luciferase reporter, 24 h; actives 2.4% (n = 320,000);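 also: potency is read from the fitted curve at half-maximal effect; % of control where 0% means no effect; nearly all actives have a fitted effect of over 60% in size; reporter is driven by a mutant NPC1 promoter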
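NPC1 promoter–luciferase Huh7 cells; 24 h compound; luminescence.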
p53 reactivation: re-activators of mutant p53 | H1299 p53-A138V BP100-luciferase reporter, luminescence, 24 h | Potency, µM (series often up to 92.2 µM), for the others: at the top dose activity change, positive = activation, hits mostly activators | actives 0.063% (n = 320,000) | AID 504706; also: potency is read from the fitted curve at half-maximal effect; % of control where 0% means no effect; nearly all actives have a fitted effect of over 45% in size
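p53-null H1299 cells stably carrying temperature-sensitive p53-A138V and a BP100-luciferase reporter were pinned with compounds (4-point, 1:5 series) and held 24 hrs at 37 deg C. Luminescence was read 10 min after detection reagent.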
An asterisk follows results filed as active; ? = inconclusive; / = no result given; [ ] = remark or other dose. Unless noted, calls follow the shape of the dose curve; as a rule, active = well fitted curve in the direction sought with a large enough effect; inconclusive = small, poorly fitted or top-dose-only effect, or another doubt; inactive = no such curve, though single readings can be large; an effect the other way counts as inactive or inconclusive.

No. | molecule | ELG1 genotox | PKM2 activator | RORg inh | Rab9 promoter act | Gal4-VP16 FLuc | Menin MLL FP TR | Giardia killer | BRCA1 expr act | FLuc counter | NPC1 promoter act | p53 reactivation
1 | COc1ccc(-n2c(O)c(/C=N/NS(=O)(=O)c3cccc([N+](=O)[O-])c3)c3ccccc3c2=O)cc1OC | -3% | 18% | -8% | -4% | -14% | ? | 18 | 12% | 1% | 0% | -3%
2 | Nc1cc(=O)[nH]c(SCC(=O)N2CCCCC2)n1 | 0% | 0% | -13% | -5% | -16% | 1% | 0 | 17% | 4% | -1% | -3%
3 | CCN(CC)C(=O)C1CCCN(C(=S)Nc2cccc3ccccc23)C1 (centres undefined) | 1% | 2% | -35% | -4% | ? | 0% | -3 | -29% | -1% | -2% | 2%
4 | Cc1nc2ccccc2c(=O)n1/N=C/c1ccccn1 | 6% | -1% | -5% | 24% | -4% | -17% | 3 | 20% | 1% | 3% | ?
5 | COc1ccc(C2CC(c3ccccc3)=NN2S(=O)(=O)c2ccccc2)cc1 (centres undefined) | -5% | -10% | ? | -12% | 4.5µM* | / | 4 | -28% | -13% | -1% | 11%
6 | CC(=O)NC1(C(F)(F)F)C(=O)Nc2c1c(=O)[nH]c(=O)n2CC(C)C (centres undefined) | 0% | 0% | 9% | -1% | -5% | -1% | 10 | 3% | 1% | -9% | 6%
7 | COc1cc2c(cc1OC)CN(Cc1cc(OC)c3c(c1)OCO3)CC2 | -9% | / | -30% | -13% | -1% | ? | -3 | -23% | -1% | -1% | -1%
8 | CC1(C)CC(=O)C(CS(=O)(=O)c2ccccc2)=C(O)C1 | 1% | -4% | -6% | 11% | 3% | / | -2 | -10% | 2% | 0% | 10%
9 | COc1cccc(NC(=S)NCc2ccccn2)c1 | 3% | -11% | ? | 23% | -78% | -5% | -6 | 25% | -14% | 9% | 19%
10 | COc1ccc(S(=O)(=O)NC2CCCCC2)c(C)c1C | 5% | -2% | -10% | -2% | -3% | -16% | -4 | -22% | 4% | -1% | 1%
11 | O=C(COc1cccc(C(F)(F)F)c1)NCC(c1cccs1)N1CCOCC1 (centres undefined) | -5% | / | / | 1% | / | / | 9 | -25% | 5% | 0% | -1%
12 | O=C(NCCc1c[nH]c2ccccc12)c1c(Cl)nc2sccn12 | 6% | -9% | 18% | ? | -2% | -5% | -27 | 2% | 1% | ? | 3%
13 | Cc1sc2ncnc(NCCCN3CCCC3=O)c2c1C | -2% | -1% | 22% | 2% | -7% | ? | 11 | 28% | 6% | -1% | -3%
14 | COc1ccc(N2C(C)=CS/C2=C(/C#N)c2nnc(N3CCOCC3)n2-c2ccccc2)cc1 | 1% | 1% | 13µM* | -4% | 0% | -21% | 3 | 1% | 3% | 1% | 0%
15 | CN(C)CCCOC(=O)c1ccc(Cl)cc1Cl | / | -1% | -2% | / | -2% | 9% | 0 | -10% | -3% | / | /
16 | O=C(c1ccco1)N1C(=O)c2cccc3c(S(=O)(=O)N4CCCC4)ccc1c23 | 9% | 16% | -11% | -2% | -2% | 11% | 0 | -2% | 1% | -1% | 8%
17 | O=C(Nc1nc2c(s1)CCc1ccccc1-2)c1cccs1 | 9% | 3% | 10µM* | ? | -27% | ? | -16 | -2% | 13µM* | ? | 27%
18 | O=C(/C=C/c1ccc(F)cc1)c1cc(Br)ccc1O | 8% | 1% | 59% | 10% | 28% | / | -6 | 54% | ? | 12% | 5%
19 | COc1ccccc1C(CNC(=O)COc1cc(C)ccc1Cl)N1CCCC1 (centres undefined) | -3% | / | / | -4% | / | / | 19 | -15% | -1% | 0% | 0%
20 | Cc1ccc(NC(=O)CSCC(=O)NC2=NCCS2)cc1 | 0% | / | / | 0% | / | / | 6 | -7% | 0% | -2% | 1%
21 | Cn1c(=O)c2c(nc(Br)n2Cc2ccccc2Cl)n(C)c1=O | -9% | -3% | -3% | -9% | 0% | -8% | -15 | 0% | 2% | -3% | 4%
22 | Cc1ccc(-n2c(SCC(=O)N3CCOCC3)nc(O)c(Cc3ccccc3)c2=O)cc1 | 5% | -5% | -14% | 3% | 2% | 3% | -14 | 27% | 7% | -2% | 1%
23 | COCCN(Cc1ccccc1)C(=S)Nc1ccc(Cl)cc1 | 4% | 1% | 7.1µM* | -13% | -2%[10 µM] | 37%[activator] | -21 | -16% | 4% | -1% | 0%
24 | Cc1cc(C)n(CCCNC(=O)CN(C)S(=O)(=O)c2ccc(Cl)cc2)n1 | -3% | / | / | 0% | / | / | 2 | -1% | 4% | 0% | 1%
25 | COCCn1c(SCC(=O)NC2CC2)nc2ccccc21 | 6% | / | / | -6% | / | / | -10 | 9% | / | 0% | -13%

In another format: entries from further up
Value order: ELG1 genotox	PKM2 activator	RORg inh	Rab9 promoter act	Gal4-VP16 FLuc	Menin MLL FP TR	Giardia killer	BRCA1 expr act	FLuc counter	NPC1 promoter act	p53 reactivation
#2 Nc1cc(=O)[nH]c(SCC(=O)N2CCCCC2)n1
 : 0%	0%	-13%	-5%	-16%	1%	0	17%	4%	-1%	-3%
#11 O=C(COc1cccc(C(F)(F)F)c1)NCC(c1cccs1)N1CCOCC1 (centres undefined)
 : -5%	/	/	1%	/	/	9	-25%	5%	0%	-1%
#14 COc1ccc(N2C(C)=CS/C2=C(/C#N)c2nnc(N3CCOCC3)n2-c2ccccc2)cc1
 : 1%	1%	13µM*	-4%	0%	-21%	3	1%	3%	1%	0%
#23 COCCN(Cc1ccccc1)C(=S)Nc1ccc(Cl)cc1
 : 4%	1%	7.1µM*	-13%	-2%[10 µM]	37%[activator]	-21	-16%	4%	-1%	0%
#19 COc1ccccc1C(CNC(=O)COc1cc(C)ccc1Cl)N1CCCC1 (centres undefined)
 : -3%	/	/	-4%	/	/	19	-15%	-1%	0%	0%

The listing continues:
No. | molecule | ELG1 genotox | PKM2 activator | RORg inh | Rab9 promoter act | Gal4-VP16 FLuc | Menin MLL FP TR | Giardia killer | BRCA1 expr act | FLuc counter | NPC1 promoter act | p53 reactivation
26 | CN(C)/C=N/n1cnc2ccccc2c1=O | 4% | -7% | -3% | 11% | 5% | / | 12 | 8% | -15% | -4% | 5%
27 | CC(C(=O)N(C)C1CCS(=O)(=O)C1)N1C(=O)/C(=C/c2ccco2)SC1=S (centres undefined) | -3% | 6% | -23% | -2% | 28% | ? | -13 | -20% | 2% | 1% | -25%
28 | CCn1cc(C(=O)NCCc2ccc(OC)cc2)c(=O)c2ccc(C)nc21 | -1% | 4% | -7% | 2% | 21% | -10% | 1 | -15% | -1% | 0% | 1%
29 | COc1cc(OC)c(NS(=O)(=O)c2c(C(=O)N3CCCCC3)c(C)n(C)c2C)cc1Cl | 1% | / | 11% | 0% | -2% | / | 14 | 1% | 2% | 19% | 0%
30 | Cc1cc(C)c2c(C)nn(C3CCCCC3)c2n1 | -4% | 7% | -29% | -2% | 3% | 13% | 3 | 2% | 2% | -5% | -7%
31 | CC1=C(C)CC2C(=O)N(c3cccc4ccccc34)C(=O)C2C1 (centres undefined) | -6% | ? | ? | 1% | ? | -24% | 10 | -6% | 3% | 1% | 6%
32 | CCn1c2ccccc2c2cc(NC(=O)COC(=O)c3ccc(NC(=O)CC#N)cc3)ccc21 | 23µM* | / | / | -1% | / | / | 8 | 6% | 14% | -2% | 1%
33 | O=C(NCc1cccc(Cl)c1)c1cnn2c1NC(c1ccco1)CC2C(F)(F)F (centres undefined) | -12% | -3% | 23% | 0% | -4% | 3% | -5 | -34% | 3% | -6% | 0%
34 | O=C(CSCCc1ccccn1)Nc1ccccn1 | -2% | 5% | 1% | 5% | -1% | -4% | 30 | 34% | 0% | 8% | ?
35 | O=C(Nc1ccc(S(=O)(=O)N2CCCCC2)cc1)c1ccc(CN2CCOCC2)cc1 | -10% | 2% | ? | -27% | ? | 33%[activator] | 22 | -98%[inhibitor] | 3% | -28% | -2%
36 | COC(=O)c1ccc(OC)c(OC)c1Cl | 0% | 2% | 8% | -5% | -1% | / | 3 | -12% | 6% | 0% | -1%
37 | Cc1ccc(OCC(=O)Nc2ccc(NC(=O)c3cccs3)cc2)c(C)c1 | 10% | 0% | -40% | 12% | ? | ? | -6 | 0% | 0% | 0% | 4%
38 | CC1=NNC(=O)C1CCC(=O)N/N=C/c1ccccc1 (centres undefined) | -3% | -14% | 0% | -2% | -8% | / | -5 | 11% | -18% | 1% | 0%
39 | COc1cccc(/C=C2\SC(=S)N(CCCC(=O)N3CCCC3)C2=O)c1 | -7% | -8% | 2.5µM* | -17% | -17% | ? | 0 | -50% | 17µM* | -12% | ?

Only part of the results is shown; rates above refer to the full screens.
